# SENP1 inh: inhibitors of human SENP1 SUMO protease catalytic domain. Q9P0U3. recombinant SENP1 catalytic domain, CyPet-SUMO1-YPet FRET cleavage. inhibition, % at 10 µM. 360,000 compounds, 0.21% hits. AID 624204;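 active = inhibition at least 30% at 10 µM, raw YFP signal under a set limit, fluorescence ratio 0.5 to 1.5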;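 note: 0% = enzyme with DMSO and 100% = no enzyme wells; some results filed as inactive read as strong as hits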
# Target sequence (Q9P0U3 419-644 limits assumed): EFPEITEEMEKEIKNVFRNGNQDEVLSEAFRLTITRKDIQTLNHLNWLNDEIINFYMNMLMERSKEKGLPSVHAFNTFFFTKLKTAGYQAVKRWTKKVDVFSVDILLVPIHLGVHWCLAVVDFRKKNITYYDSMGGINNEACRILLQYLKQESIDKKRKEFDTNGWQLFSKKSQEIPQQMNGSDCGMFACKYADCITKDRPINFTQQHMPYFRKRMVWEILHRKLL
#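 Compound: 10 µM single point, 0.5% DMSO; Test system: hSENP1 catalytic domain, recombinant; Timing: 50 min reaction at room temperature; Technique: FRET, CFP and YFP emission; Control set: no-enzyme wells low, DMSO-plus-enzyme wells high control.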
# UBC13 polyUb: inhibitors of human UBC13 polyubiquitin chain formation. P61088. TR-FRET. inhibition, % at 20 µM. 330,000 compounds, 0.47% hits; in the data active = inhibition above about 45%, passing the limit was not always enough; inconclusive = no clear call, values can overlap the other calls
# A3G deaminase: inhibitors of human APOBEC3G DNA deaminase | Q9HC16 | recombinant A3G, ssDNA deamination FAM/TAMRA fluorescence | inhibition, % at 20 µM | 330,000 compounds, 0.28% hits;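 active = inhibition of at least 40% at 20 µM, with no more than 30% in the related APOBEC3A deaminase screen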;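 note: plate controls were DMSO wells with A3G for no effect and wells lacking A3G enzyme for full effect; some compounds called inactive have numbers as strong as hits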
# Apaf-1 inh: human Apaf-1 inhibition | O14727 | reconstituted apoptosome caspase-3 activity, DEVD-Rh110 fluorescence | inhibition, % at 20 µM | 330,000 compounds, 0.71% hits | AID 489030; active = inhibition of at least 40% at 20 µM;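 note: plate controls were DMSO wells for no effect and DEVD-CHO caspase inhibitor wells for full effect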
#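 System: Apoptosome proteins | Medium: Hepes pH 7.5 with detergent and BSA | Also added: Cytochrome c trigger plus (Z-DEVD)2-Rh110 caspase-3 substrate | Incubation: 30 min compound preincubation, 50 min activation, room temperature | Detection: Rhodamine 110 fluorescence at Ex 480/Em 540 nm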
# SENP8 block-1: SENP8 protease inhibition | Q96LD8 | purified SENP8, Z-RLRGG-aminoluciferin cleavage, luminescence | inhibition, % at 10 µM | 330,000 compounds, 1.2% hits | AID 2540; in the data active = inhibition above about 50%
# SENP7 inh: inhibitors of human SENP7 protease; Q9BQF6; recombinant SENP7, Z-RLRGG-aminoluciferin luminescence, 40 min; inhibition, % at 5 µM; 330,000 compounds, 1.5% hits; AID 434973;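 active = inhibition above about 50% at the single test dose, limit read from the data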;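 note: plate controls were DMSO with enzyme for no effect and no enzyme buffer wells for full effect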
# Target sequence (Q9BQF6 706-1050 limits assumed): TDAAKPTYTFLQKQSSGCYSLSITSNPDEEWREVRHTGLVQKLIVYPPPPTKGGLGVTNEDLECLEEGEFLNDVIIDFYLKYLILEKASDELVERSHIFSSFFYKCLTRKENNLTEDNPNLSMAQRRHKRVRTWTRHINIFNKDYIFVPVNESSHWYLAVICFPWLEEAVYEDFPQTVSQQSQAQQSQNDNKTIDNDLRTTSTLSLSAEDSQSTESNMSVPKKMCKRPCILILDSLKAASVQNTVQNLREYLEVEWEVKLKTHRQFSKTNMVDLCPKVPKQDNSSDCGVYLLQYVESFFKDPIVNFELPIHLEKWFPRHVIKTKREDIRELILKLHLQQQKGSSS
# SENP6 inh: SENP6 protease inhibition. Recombinant SENP6 catalytic domain, aminoluciferin luminescence. inhibition, % at 10 µM. 330,000 compounds, 1.8% hits. AID 2599;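 active = inhibition above about 50% at the single tested dose, limit read from the data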;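 note: plate controls were DMSO wells with enzyme for no effect and DMSO wells lacking enzyme for full effect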
# Target sequence (Q9GZR1 628-1112 limits assumed): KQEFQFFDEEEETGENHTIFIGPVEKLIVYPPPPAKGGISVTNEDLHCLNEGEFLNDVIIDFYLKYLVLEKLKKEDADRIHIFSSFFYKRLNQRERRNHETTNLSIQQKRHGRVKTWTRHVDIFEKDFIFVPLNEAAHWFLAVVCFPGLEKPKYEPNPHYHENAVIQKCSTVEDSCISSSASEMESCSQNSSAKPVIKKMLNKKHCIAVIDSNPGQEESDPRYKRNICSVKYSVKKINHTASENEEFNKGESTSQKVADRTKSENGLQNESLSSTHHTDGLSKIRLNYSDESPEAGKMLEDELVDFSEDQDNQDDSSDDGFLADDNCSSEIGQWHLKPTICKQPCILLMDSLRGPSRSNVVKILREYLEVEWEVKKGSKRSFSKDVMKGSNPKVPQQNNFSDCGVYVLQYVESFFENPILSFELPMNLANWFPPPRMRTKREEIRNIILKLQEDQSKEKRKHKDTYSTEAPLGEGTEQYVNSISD
# SENP8 block-2: inhibitors of human SENP8 protease | inhibition, % at 20 µM | recombinant SENP8, Nedd8 substrate fluorescence | Q96LD8 | AID 602440 | 360,000 compounds, 0.64% hits; in the data active = inhibition mostly above about 40%, no sharp cut-off; inactive = mostly below about 27%
# The depositor's hits bear a star; ? = inconclusive; · = not tested or not shown.
cpd	Molecule	SENP1 inh	UBC13 polyUb	A3G deaminase	Apaf-1 inh	SENP8 block-1	SENP7 inh	SENP6 inh	SENP8 block-2
1	COCC(C)NCc1cccc2ccccc12 (stereo unspecified)	0	1	-14	-10	1	-8	-21	22
2	CCN(CC)S(=O)(=O)c1ccc(-c2nnc(SCC(=O)Nc3ccc(OC)cc3)o2)cc1	1	-8	-3	-5	7	4	22	5
3	CS(=O)(=O)Nc1ccc(C(=O)NC2CC3CCC2C3)cc1 (stereo unspecified)	1	-10	-5	6	6	-8	-9	3
4	Cc1ccc(CNc2nc3ccccc3s2)s1	3	6	-10	0	76*	87*	85*	22
5	COc1cc(C(=O)Nc2nnc(SC)s2)c([N+](=O)[O-])cc1OC	0	2	-13	1	1	1	-3	8
6	CCO[C@@H]1OC(C(=O)NCc2nc3ccccc3[nH]2)=C[C@H](C2CCCCC2)[C@H]1CCCO	2	4	-12	19	-4	-4	0	14
7	Cc1ccc(OCCCC(=O)N2CCOCC2)c(C)c1	0	-5	-3	3	-13	8	-23	15
8	COCCN(Cc1cc2ccc(C)c(C)c2nc1Cl)C(=O)N1CCOCC1	-1	-14	-5	3	-3	-5	-57	-8
9	Cc1ccc(S(=O)(=O)N(CC(=O)NCCSCc2ccco2)c2cc(C)ccc2C)cc1	1	0	-3	21	-4	-3	-17	28
10	CC(=O)Nc1cc(NC(C)=O)cc(C(=O)OC(C)C(=O)Nc2ccc(S(=O)(=O)N3CCCC3)cc2)c1 (stereo unspecified)	-2	-6	-3	-8	-5	-4	-10	-2
11	O=C(COC(=O)Cc1ccc(S(=O)(=O)N2CCOCC2)s1)NCc1ccc(Cl)cc1	0	-2	2	22	2	7	3	3
12	COC(=O)CSc1nc(NC(C)(C)C)nc(N(C)C)n1	3	-4	-5	6	5	5	12	9
13	Cc1ccc2nc(-c3ccccn3)cc(C(=O)NC(C)C(C)(C)C)c2c1 (stereo unspecified)	1	-4	-5	4	-8	-1	-8	-133
14	Cc1cc(/C=C(/C#N)c2nc3ccccc3[nH]2)c(C)n1-c1ccccc1C(=O)O	-28	-18	13	5	9	5	10	-325
15	CCC(=O)N1CCc2cc(S(=O)(=O)CCC(=O)NCCc3ccccc3)ccc21	2	-6	-1	12	-2	-5	16	21
16	Cc1ccc(C)c(OC(C)C(=O)Nc2ccc(S(=O)(=O)Nc3nccs3)cc2)c1 (stereo unspecified)	0	-8	-12	11	0	-5	-15	6
17	COc1ccc(-n2nnnc2SCC(=O)NC(=O)Nc2ccc3c(c2)OCCO3)cc1	1	9	-4	15	-5	-4	-12	26
18	CCOc1ccc(C(=O)NC(=S)NCc2cccnc2)cc1	2	-10	-6	4	-9	0	-34	20
19	C=CCNC(=S)N/N=C(\C)c1ccc(OC)cc1	0	-38	-2	9	-10	-6	-8	6
20	O=c1ccc(-c2ccccc2)nn1Cc1ccc(F)cc1Cl	1	2	-4	19	-3	4	20	2
21	COC(=O)c1ccc(C2c3c(oc4ccccc4c3=O)C(=O)N2CCCN2CCOCC2)cc1 (stereo unspecified)	3	2	-7	4	-11	5	-4	0
22	COc1ccc(N2CCN(CC(=O)Nc3nc(C)cs3)CC2)cc1	0	-5	2	-10	-1	0	-5	10
23	Cc1cccc(N2CCN(C(=O)c3ccc4ccccc4c3)CC2C)c1 (stereo unspecified)	4	-8	-5	22	-13	-12	25	-2
24	COc1ccccc1NC(=O)COc1coc(CN2CCN(c3ccccc3)CC2)cc1=O	1	-4	-8	5	-7	-11	-21	7
25	CCCCOc1ccc(N(CC(=O)NC2CCCCC2)C(=O)CCC(=O)Nc2ccccn2)cc1	0	3	-8	24	-1	-3	7	-2
26	Cc1cc(SCC(=O)NCCC2=CCCCC2)nc2ccccc12	-3	10	5	12	0	0	2	21
27	Cc1cc(C)cc(N(CCC#N)C(=O)CSC2=Nc3ccccc3C3CC=NN23)c1 (stereo unspecified)	-23	-2	-2	8	-7	6	19	18
28	O=C(Cn1nnc2ccccc2c1=O)Nc1ccc2c(c1)CCC2	-5	-2	-10	17	-9	-3	-66	-22
29	N#CC1=C(N)SC(N)=C(C#N)C1CCC1CCCCC1	·	?	-5	-11	13	-1	6	·
30	COc1ccc(C/C(N)=N/OC(C)=O)cc1OC	-3	4	-8	4	0	-7	-12	-34
31	CCOC(=O)c1c(N)n[nH]c1-c1ccccc1	5	3	-6	2	-6	-6	5	-1
32	O=c1oc(-c2ccccc2)nc2ccsc12	5	0	-1	1	-2	-9	12	18
33	CCN1C(=S)N[C@@H](CCc2ccccc2)C(C(=O)OC)=C1C	-1	3	5	18	-1	4	-6	-6
34	Cc1c(C(=O)N(C)CCC#N)oc2ccc(S(=O)(=O)N3CCOCC3)cc12	2	0	-2	-11	-9	-2	1	5
35	O=C(CN1CCCCC1)Nc1ccccc1-c1ccccc1	1	-10	-5	7	0	-13	-53	9
36	CCN1C(=O)[C@H]2[C@@H](c3ccc(Cl)cc3)N3C(=O)CN(CC4CC4)C(=O)[C@@]3(Cc3ccccc3)[C@H]2C1=O	-3	2	-5	-2	0	1	2	9
37	COc1ccc(CONc2ncnc3nonc23)cc1[N+](=O)[O-]	-1	7	-8	-2	55*	46	70*	11
38	Cc1ccc(S(=O)Cc2ccc(C(=O)N3CCN(C(=O)c4ccco4)CC3)o2)cc1 (stereo unspecified)	-1	0	-9	-10	7	-1	5	14
39	CCOc1cccc2cc(C(=O)N3CC(C)OC(C)C3)c(=O)oc12 (stereo unspecified)	0	6	-8	-2	-4	4	-1	-3
40	Cc1cc(NC(=O)CN2CCN(S(=O)(=O)c3ccc4ccccc4c3)CC2)no1	9	1	4	5	2	5	3	26
41	CC(C)/C=N\NC(=O)CCCCC(=O)N/N=C/C(C)C	2	7	-5	-4	2	3	-4	10
42	COc1cccc(N2CCN(S(=O)(=O)c3cccc4cccnc34)CC2)c1	1	2	0	24	-10	5	8	5
43	C=CCOc1ccc(/C(CC)=N/O)c(OC)c1	-1	-4	0	4	3	11	1	20
44	COC(C/C=C\[C@H](O)[C@@H](C)OCc1ccccc1)OC	3	4	-2	-5	4	5	-2	16
45	Cc1ccc(NC(=O)CCC(=O)NNC(=O)C(c2ccccc2)c2ccccc2)c(C)c1	4	6	-7	-13	6	3	-9	9
46	COc1cc(/C=C2\C(=N)N3N=CSC3=NC2=O)cc(Br)c1OC(=O)c1ccco1	-23	8	2	3	-2	1	11	-12
47	CC(=O)Nc1cc(N=Cc2ccc(O)cc2O)c(Cl)cc1Cl	-7	3	-1	2	1	-1	-1	2
48	CCCN(C(=O)CSc1cc(-c2ccccc2)c2ccc(OC)cc2n1)C1CCS(=O)(=O)C1 (stereo unspecified)	0	16	-10	34	-7	-11	-7	-39
49	COc1cc(CCC(=O)Nc2nnc(C)s2)cc(OC)c1OC	3	-11	-2	-2	-7	-7	-7	-1
50	COc1ccccc1NS(=O)(=O)c1cc(NC(=O)c2cccs2)ccc1N1CCOCC1	-12	11	-6	9	3	-1	7	12
51	Cc1cc(/C=C2/NC(=O)NC2=O)c(C)n1-c1ccc(C#N)cc1	-9	-10	14	-6	-1	0	7	-84
52	COc1ccc([C@H]2CC(=O)C=C(c3ccc(CO)cc3)C2)cc1	0	2	-8	8	-2	6	-8	14
53	Cc1ccc(NC(=S)NN(C)c2nc(C)cnc2C)cc1	-1	15	-4	-2	-5	2	-16	15
54	COc1cc(/C(C)=N/NC(=O)C(O)(c2ccccc2)c2ccccc2)ccc1O	1	6	-6	-6	4	-5	-8	2
55	CC1CCCCN1S(=O)(=O)c1ccc2[nH]c(=O)cc(C(=O)NCCCN3CCCCCC3)c2c1 (stereo unspecified)	-9	12	-1	15	-4	-6	3	-14
56	Cc1ccc(N2CCCC2=O)cc1S(=O)(=O)N1CCOCC1	3	8	-9	-7	-2	-6	-3	5
57	O=C(NCCCN1CCOCC1)C(=O)NCC1OCCN1S(=O)(=O)c1ccc(F)cc1 (stereo unspecified)	2	-4	-6	1	-4	2	-4	6
58	CC(C)n1c(-c2ccc(C(C)(C)C)cc2)n[nH]c1=S	-1	4	4	-12	7	-4	14	20
59	O=C(O)c1cc([N+](=O)[O-])ccc1N1CCCCC1	3	-13	-11	-2	-8	-5	-13	42*
60	O=C(COc1ccc(Br)cc1Cl)N1CCN(c2ccccn2)CC1	2	11	-8	9	-9	-10	0	-8

# (further entries)
cpd	Molecule	SENP1 inh	UBC13 polyUb	A3G deaminase	Apaf-1 inh	SENP8 block-1	SENP7 inh	SENP6 inh	SENP8 block-2
61	Cc1ccc(S(=O)(=O)Nc2ccccc2C(O)c2ccccc2)cc1 (stereo unspecified)	1	4	-6	16	-4	-3	-3	14
62	COc1ccc(NC(=O)Nc2ccc(C)cc2Br)c(OC)c1	2	5	-8	-4	2	-5	5	12
63	S=c1[nH]nc(-c2ccc(Cl)cc2Cl)n1-c1ccc(Cl)cc1	4	-3	22	-4	-4	-14	-1	11
64	O=C(/C=C/c1ccc2c(c1)S(=O)(=O)N(Cc1ccccc1)[C@H]2CC(=O)N1CCOCC1)N1CCOCC1	0	2	-11	20	-13	-11	-27	-6
65	C[C@@H]1CCCCCCCCC(=O)OCCN(C(=O)OC(C)(C)C)[C@H](C)CCCCCCCCC(=O)OCCN(C(=O)OC(C)(C)C)[C@H](C)CCCCCCCCC(=O)OCCN1C(=O)OC(C)(C)C	·	8	-6	6	4	-1	-9	·
66	Cc1ccc(NC(=O)c2ccc(Cn3cc(Br)cn3)o2)cc1	1	6	-6	9	-11	3	-4	11
67	COc1ccc(Nc2oc(COc3ccc(OC)cc3)nc2C#N)cc1	-3	-4	4	28	5	10	6	7
68	CCCCCn1c(N2CCCC2)nc2c1c(=O)n(C)c(=O)n2C	2	-6	-5	12	-14	10	-2	28
69	CCCC(=O)Nc1ccc(N2CCN(C(=O)c3cccs3)CC2)cc1	0	-2	0	-12	-1	-5	-5	19
70	COc1ccc(NC(=O)/C=C/c2c(Cl)nc3ccccn23)cc1	2	-41	-5	17	1	-12	5	5
71	CCN(CC)S(=O)(=O)c1cccc(-c2nnc(SC(C)C(=O)NCCC3=CCCCC3)o2)c1 (stereo unspecified)	1	7	0	23	3	-3	-16	15
72	CC(C)(NC(=O)c1ccccc1)c1nc2ccccc2s1	1	3	22	5	-3	-9	-12	4
73	CC1CCCCC1NC(=O)COc1ccccc1C#N (stereo unspecified)	2	5	-9	-1	8	-3	-4	4
74	CC(=O)c1ccc(N2CCN(C(=O)c3cc(S(=O)(=O)N4CCOCC4)ccc3C)CC2)cc1	0	7	-7	-7	9	-1	-7	-149
75	O=C(Cn1cnc2c(oc3ccccc32)c1=O)NCC1CCCO1 (stereo unspecified)	0	11	-2	0	2	-2	13	14
76	COc1ccc(-n2nnnc2S(=O)(=O)Cc2ccc(C(=O)O)cc2)cc1	1	-4	-1	-1	-17	-6	10	14
77	O=C(Nc1ccc2nc3n(c(=O)c2c1)CCCC3)c1cccnc1Cl	-1	-2	0	-2	-1	8	-4	4
78	Fc1ccccc1NC(=S)NNc1ncc(C(F)(F)F)cc1Cl	1	-20	4	15	-2	9	-9	7
79	O=C1[C@H](c2ccccc2)[C@@H](c2ccccc2)N1c1ccncc1	2	·	6	16	·	-7	·	4
80	Cc1ccc2c(c1)sc(=NC(=O)c1cccs1)n2C	-147	38	-13	0	95*	100*	93*	-409

# Compound profiles, as listed above. Order of values: SENP1 inh	UBC13 polyUb	A3G deaminase	Apaf-1 inh	SENP8 block-1	SENP7 inh	SENP6 inh	SENP8 block-2
# Listed for O=C(/C=C/c1ccc2c(c1)S(=O)(=O)N(Cc1ccccc1)[C@H]2CC(=O)N1CCOCC1)N1CCOCC1 : 0	2	-11	20	-13	-11	-27	-6
# Listed for O=C1[C@H](c2ccccc2)[C@@H](c2ccccc2)N1c1ccncc1 : 2	·	6	16	·	-7	·	4
# Listed for S=c1[nH]nc(-c2ccc(Cl)cc2Cl)n1-c1ccc(Cl)cc1 : 4	-3	22	-4	-4	-14	-1	11

# Screening results: PubChem, Sanford-Burnham Center for Chemical Genomics
